Screens as filed in PubChem BioAssay.
GSK3beta inhib: inhibitors of human GSK3beta kinase. P49841. GST-GSK3beta kinase, ADP-Glo luminescence, 60 min; active compounds read low. activity score (negative = inhibition), % at 10 µM. 300,000 compounds, 0.038% hits. AID 2097;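 active = more than half of replicate wells score below -50%, meaning over 50% inhibition versus plate controls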;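 also: 0% = median DMSO wells and -100% = median GW8510 positive control wells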
Target sequence (P49841 whole entry, looked up): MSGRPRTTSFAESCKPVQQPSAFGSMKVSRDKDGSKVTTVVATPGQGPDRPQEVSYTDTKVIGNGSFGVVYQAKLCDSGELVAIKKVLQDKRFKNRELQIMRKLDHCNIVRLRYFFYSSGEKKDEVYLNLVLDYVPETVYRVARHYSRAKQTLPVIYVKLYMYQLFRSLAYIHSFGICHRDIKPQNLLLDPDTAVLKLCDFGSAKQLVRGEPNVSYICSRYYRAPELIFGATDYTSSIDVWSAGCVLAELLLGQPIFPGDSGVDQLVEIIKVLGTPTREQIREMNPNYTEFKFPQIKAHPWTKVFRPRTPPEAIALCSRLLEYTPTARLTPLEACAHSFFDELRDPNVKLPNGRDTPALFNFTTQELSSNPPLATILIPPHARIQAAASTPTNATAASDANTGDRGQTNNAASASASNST
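Test system: GST-fused GSK3beta enzyme, cell-free | Quantity: 1.6 ng GST-GSK3beta enzyme per well | Reagent: 25 µM ATP with peptide substrate | Schedule: 60 min enzyme reaction, room temperature | Signal: Luminescent ADP-Glo measurement of ADP formed | Read-out basis: Score relative to plate controls | Control set: DMSO and 20 µM GW8510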
HSF1 inhib: HSF1 inhibition. NIH3T3-HGL HSE-luciferase, MG132-induced, luminescence 8 h; active compounds read low. activity change, negative = inhibition, % at 7.5 µM (by protocol). 300,000 compounds, 0.77% hits. AID 2098;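 active = more than half of replicate wells show activity change below -50%, luminescence cut by over half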;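 also: luciferase reports HSF-1 transcriptional activity via heat shock element; 0% = median of DMSO wells and -100% = zero luminescence signal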
aSyn 5UTR inh: 5' untranslated region of α-synuclein, MLPCN primary screen; 300,000 compounds, 0.82% hits; inhibition, % (tested at 7.5 µM); AID 1813; alpha-synuclein 5'UTR reporter, inhibitor activity; in the data active = inhibition above about 60%;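 also: H4 neuroglioblastoma cells stably carrying SNCA 5'UTR luciferase fusion; 0% = DMSO wells and 100% = positive control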
HSP90 refold inh: inhibitors of HSP90 luciferase refolding in rabbit reticulocyte lysate. luciferase refolding luminescence, 3 h. inhibition, % at 5.6 µM. 290,000 compounds, 0.91% hits. AID 1789;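 active = inhibition above the screen-wide mean plus 3 SD, computed separately per campaign, cut at about 16% in these data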;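 also: 0% = DMSO wells and 100% = 60 µM geldanamycin wells; inhibitors lower the luminescence because luciferase stays unfolded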
GSK3 alpha inh: human GSK-3 alpha kinase inhibition. inhibition, % at 10 µM. P49840. 320,000 compounds, 0.1% hits. ADP-Glo luminescence, 60 min. AID 2650;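 in the data active = inhibition above about 50%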;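 also: GST-tagged GSK-3 alpha with peptide substrate and 25 µM ATP; 0% = DMSO neutral wells and 100% = GW8510 positive control wells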
Target sequence (P49840 whole entry, looked up): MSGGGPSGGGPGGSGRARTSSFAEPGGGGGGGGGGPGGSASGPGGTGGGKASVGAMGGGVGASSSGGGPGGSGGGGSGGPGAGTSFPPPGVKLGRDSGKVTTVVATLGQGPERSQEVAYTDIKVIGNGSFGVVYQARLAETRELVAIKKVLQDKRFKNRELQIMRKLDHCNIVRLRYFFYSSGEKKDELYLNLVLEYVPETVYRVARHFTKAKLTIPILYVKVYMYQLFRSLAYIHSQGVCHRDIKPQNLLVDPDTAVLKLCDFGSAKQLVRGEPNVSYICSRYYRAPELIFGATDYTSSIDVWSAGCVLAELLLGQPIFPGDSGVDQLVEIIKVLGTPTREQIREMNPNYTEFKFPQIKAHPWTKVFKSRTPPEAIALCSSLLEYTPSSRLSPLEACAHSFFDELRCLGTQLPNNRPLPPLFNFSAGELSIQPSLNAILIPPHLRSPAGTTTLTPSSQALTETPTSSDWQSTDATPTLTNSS
AI-2 QS mod: modulates the Vibrio harveyi AI-2 quorum sensing system; Vibrio harveyi JMH597 AI-2 luminescence/OD600 ratio, 9 h; active compounds read low; strain lacks LuxN and CqsS sensors; 0 = neutral-control median; AID 2094; 300,000 compounds, 0.4% hits; activity change, % at 7.5 µM; in the data active = activity change below about -75%, passing the limit was not always enough;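 also: luminescence divided by OD600 gain over 9 h not by final OD600 alone; inactives centre near 13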
HIF act: HIF pathway transcriptional activation; U2OS HRE-luciferase reporter, luminescence; normalized: DMSO 0%, desferrioxamine 100%; activation, % at 7.5 µM (by protocol); 300,000 compounds, 0.32% hits;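 active = mean activation of at least 10% of the iron chelator positive control signal, with at least half of replicates also reaching 10%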
HSF1 activator: increases HSF-1 driven luciferase reporter signal; NIH3T3-HGL HSF-1 luciferase reporter, MG132, 8 h; 100% = twice DMSO control signal; activation, % at 9 µM; 300,000 compounds, 1.7% hits;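 active = mean replicate activation of at least 50% with a set share of replicates each reaching 50%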;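 also: 0% = median of the neutral control wells and 100% = twice that signal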
KLF5 inh: inhibitors of KLF5 expression | AID 1700 | inhibition, % at 5 µM | DLD-1 KLF5 promoter-luciferase reporter, luminescence | 290,000 compounds, 0.23% hits;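 active = inhibition above a per-plate limit of that plate's mean compound inhibition plus 3 SD, cut at about 60% in these data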;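 also: 0% = DMSO wells and 100% = LY294002 at 200 µM; higher means less KLF5 promoter-driven luciferase light; inactives centre near -14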
IEC-6 tox: counter-screen for KLF5 inhibitors: cytotoxicity in IEC-6 cells. IEC-6 cytotoxicity, luminescence viability. inhibition, % at 5 µM. 290,000 compounds, 0.78% hits. AID 1825; in the data active = inhibition above about 22%;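 also: 0% = plate median of test compound wells and 100% = cytotoxic reference compound wells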
Active calls of the source: *; · = not tested or not shown. Outcome played no part in choosing rows; any-hit rate near 4.7%.

SMILES | GSK3beta inhib | HSF1 inhib | aSyn 5UTR inh | HSP90 refold inh | GSK3 alpha inh | AI-2 QS mod | HIF act | HSF1 activator | KLF5 inh | IEC-6 tox
CCN1C(=O)C(C)S/C1=N\S(=O)(=O)c1ccc(Cl)s1 (centres undefined) | 2 | 0 | -3 | -3 | -1 | 13 | 0.1 | -8 | -8 | -9
O=C(N/N=C/c1cccnc1)c1cccc(NC(=O)c2cccc(Br)c2)c1 | -3 | 19 | -3 | -2 | -1 | 19 | 0.6 | 35 | -14 | 6
CC(N=C(NS(=O)(=O)c1ccc(Cl)cc1)c1ccccc1)C(=O)O (centres undefined) | -23 | -6 | -15 | 5 | -2 | 10 | -0.5 | -15 | -11 | 4
Cc1nc(C)c(CC(=O)N/N=C/c2ccc(O)cc2)c(=O)[nH]1 | 0 | -2 | 18 | 1 | -2 | 9 | 0.1 | -4 | -20 | -1
Cc1cc(Cl)ccc1OCC(=O)N/N=C1\CCCc2ccccc21 | · | -3 | 6 | 6 | 0 | · | -0.3 | 0 | -17 | 9
O=C1c2cccc3cccc(c23)C(=O)N1CCCc1n[nH]c(=S)n1-c1ccccc1 | 0 | 2 | 12 | -1 | -4 | 8 | -0.2 | 28 | -12 | -3
CC(=O)Nc1cc(NC(C)=O)cc(C(=O)OCC(=O)c2ccc3c(c2)NC(=O)CO3)c1 | 1 | 2 | -3 | · | -1 | 27 | -0.5 | -6 | · | ·
Cc1noc(C)c1CSCC(=O)N(CC(C)C)c1c(N)n(Cc2ccccc2)c(=O)[nH]c1=O | 3 | -1 | 10 | · | -1 | 12 | -0.5 | -7 | · | ·
O=C(/C=C/c1ccc(Cl)c([N+](=O)[O-])c1)Nc1cccnc1 | -2 | 13 | -53 | -3 | 0 | 12 | -1.5 | 26 | -23 | 3
O=C(c1cc2cc(Cl)ccc2[nH]1)N1CCN(c2ccccn2)CC1 | -1 | 0 | 8 | -3 | -2 | -27 | -0.3 | -16 | 4 | 3
O=C(NCc1cccs1)c1ccc(CS(=O)Cc2cccc(Cl)c2)o1 (centres undefined) | 2 | -2 | 15 | 2 | -4 | 11 | 0.2 | -5 | -23 | 2
CCCc1nc(NCc2ccc3c(c2)OCO3)c2nnn(Cc3ccccc3Cl)c2n1 | -1 | -6 | 19 | 1 | -1 | 35 | -0.2 | -9 | -38 | 0
CN(C)/C=C1\NC(=S)N(c2ccc(Cl)cc2)C1=O | 2 | 2 | -19 | 2 | 0 | 32 | 0.6 | -2 | -12 | 0
O=C(CCSc1ccccc1)Nc1nnc(-c2cccs2)o1 | 1 | -2 | -35 | 6 | 1 | -37 | 0.2 | 0 | -12 | -1
Cc1ccc(C)c(NC(=O)CN(C)C(=O)CN2C(=O)C3CCCCC3C2=O)c1 (centres undefined) | 2 | -5 | -14 | · | -3 | 24 | -0.6 | -20 | · | ·
O=C(Nc1cccc(S(=O)(=O)N2CCCCC2)c1)c1ccccc1NS(=O)(=O)c1ccc(F)cc1 | 4 | 0 | -29 | -4 | -3 | 8 | 0.0 | -3 | -10 | -1
O=C(Nc1cc(F)ccc1F)c1cccc(-n2cnnn2)c1 | -3 | -3 | 9 | · | 1 | 23 | -0.2 | -4 | · | ·
O=C(O)c1ccccc1Nc1ccc([N+](=O)[O-])c2nonc12 | -2 | -2 | 3 | -1 | 3 | 8 | 0.0 | 6 | -9 | -6
Cc1c(N=Cc2ccc(-c3ccc(Cl)cc3)o2)c(=O)n(-c2ccccc2)n1C | -3 | 2 | -10 | 2 | -2 | -1 | 0.5 | -8 | -14 | 5
COc1cccc(NC(=O)Cn2c(SCC(=O)N3CCOCC3)nc3ccccc32)c1 | 2 | -8 | 25 | 0 | 0 | 13 | 0.1 | 9 | -31 | -1
O=C(NCc1ccccn1)c1cc2c(ccc3ccccc32)oc1=O | 0 | 1 | -28 | 0 | -1 | 18 | -0.1 | -7 | -26 | 2
CCCC(=O)Nc1ccc(NC(=S)NC(=O)c2ccccc2[N+](=O)[O-])cc1 | 3 | -3 | -9 | 3 | 0 | 11 | 1.6 | -1 | -12 | -3
CCOCCn1c(CN2CCC(Cc3ccccc3)CC2)nc2c1c(=O)n(C)c(=O)n2C | 1 | -2 | -5 | 4 | -6 | 19 | -0.1 | 4 | -14 | -1
Cc1c(C(=O)NCCN2CCOCC2)oc2ccccc12 | 4 | 2 | -18 | -2 | -2 | 13 | 0.6 | 28 | -20 | 2
CCCCNC(=O)CNC(=O)c1cccs1 | -4 | 0 | 14 | 2 | · | 20 | -0.4 | 7 | -32 | 3

The final two records of the section above lead into the next.
SMILES | GSK3beta inhib | HSF1 inhib | aSyn 5UTR inh | HSP90 refold inh | GSK3 alpha inh | AI-2 QS mod | HIF act | HSF1 activator | KLF5 inh | IEC-6 tox
Cc1c(C(=O)NCCN2CCOCC2)oc2ccccc12 | 4 | 2 | -18 | -2 | -2 | 13 | 0.6 | 28 | -20 | 2
CCCCNC(=O)CNC(=O)c1cccs1 | -4 | 0 | 14 | 2 | · | 20 | -0.4 | 7 | -32 | 3
CCn1c(-c2ccc([N+](=O)[O-])cc2)n[nH]c1=S | -28 | -7 | -16 | -1 | -1 | 36 | -0.7 | -10 | -26 | -4
CSCCC(NC(=O)c1ccccc1Br)C(=O)NC(C)CCc1ccccc1 (centres undefined) | -2 | 7 | -13 | 1 | -1 | 5 | -0.2 | 10 | -44 | -2
Cc1cc(C)nc(CCNC(=O)c2cc(COc3c(C)cccc3C)on2)n1 | 4 | -3 | -3 | 2 | 0 | 31 | -0.2 | 11 | -34 | -3
O=C(NCCCN1CCOCC1)C(=O)NCc1ccco1 | 3 | -7 | -2 | 3 | 1 | 20 | -0.4 | 4 | -31 | -3
CC(=O)N(CC(=O)Nc1sc(C)c(C)c1C(N)=O)Cc1ccccc1 | 7 | -5 | 6 | -4 | -2 | 25 | 0.8 | 1 | -28 | -6
CCCCC1=CC2=CC(=O)C(C)(OC(=O)CC)C(=O)C2=CN1C1CCCC1 (centres undefined) | 1 | 1 | 9 | · | 3 | 46 | -1.7 | 0 | · | ·
Cc1ccc(O)c(C(=O)CC(=O)c2ccc(C(C)(C)C)cc2)c1 | -1 | -2 | -5 | -3 | -3 | 27 | 1.3 | 4 | -57 | -7
C#CCNC(=O)C1=C[C@@H](c2coc3ccccc3c2=O)[C@H](CCCO)[C@@H](OCC)O1 | 2 | -5 | 30 | 10 | -3 | 13 | -0.2 | 3 | -17 | 3
COc1ccc(C(c2c(C)[nH][nH]c2=O)c2c(C)[nH][nH]c2=O)cc1Br | 3 | -4 | -8 | 5 | -1 | 0 | 1.3 | -9 | -8 | 5
CSc1ccccc1OCc1cc(C(=O)N(C)CCc2c(C)n[nH]c2C)no1 | -3 | 5 | 9 | 0 | 1 | 12 | -0.2 | 24 | -27 | 3
Cc1ccc(-c2n[nH]c(=O)c3ccccc23)cc1S(=O)(=O)NCC1CCCO1 (centres undefined) | -2 | -8 | -2 | 0 | 1 | 25 | -0.1 | -4 | -19 | -3
O=C(COc1ccccc1F)N/N=C1\CCCc2ccccc21 | 1 | 6 | -162 | 0 | -1 | 2 | 3.1 | 6 | -14 | -4
CC(=O)c1cccc(NC(=O)Oc2ccccc2)c1 | -1 | 20 | -21 | -3 | -4 | 23 | 2.2 | 32 | -37 | -2
CC1CCCCN1C(=O)c1ccc(CS(=O)(=O)Cc2ccccc2)cc1 (centres undefined) | -1 | -4 | -6 | -2 | -1 | 8 | 0.3 | -1 | -11 | -3
O=[n+]1c2c(n([O-])c3ccccc31)CCCC2 | -3 | · | · | -2 | -3 | 15 | · | · | 0 | -11
Cc1nnc(SCC(=O)Nc2ccc3[nH]c(=O)[nH]c3c2)s1 | 2 | -8 | -18 | · | 1 | 25 | 0.5 | -1 | · | ·
CCN1CCN(CC(=O)c2cc(OC)c(OC)c(OC)c2)CC1 | 0 | 0 | -44 | 4 | 2 | 8 | 0.3 | -3 | -12 | 3
CCCCCN1CC(O)=C(c2ccccc2)C1=N | 1 | -9 | -30 | 5 | -2 | 12 | 0.1 | 9 | -16 | 0
COc1ccc2nc3oc(C(=O)N4CCC(C(N)=O)CC4)cc3cc2c1 | 1 | 3 | -13 | -2 | -1 | 22 | -23 | 8 | -10 | 0
O=S(=O)(c1ccccc1)c1nc(-c2ccco2)oc1N1CCOCC1 | -2 | 0 | 13 | -3 | -1 | 14 | -0.2 | -11 | -13 | -1
COc1cccc(C(C)NC(=O)c2ccncc2)c1 (centres undefined) | -4 | -2 | -8 | 0 | -1 | 17 | -1.7 | 1 | 4 | 9
CCOc1ccc(C2C(C(=O)c3ccco3)=C(O)C(=O)N2CCCn2ccnc2)cc1 (centres undefined) | 5 | 10 | -35 | 3 | · | 22 | 0.5 | 4 | -17 | 5
Cc1ccc(/C=N/NC(=O)c2nc3nc(C)cc(C)n3n2)cc1 | -4 | -6 | -9 | -1 | -2 | 15 | -1.4 | -6 | -18 | -2
CN(C)C(CNC(=O)C1CC(=O)N(Cc2ccccc2)C1)c1ccccc1 (centres undefined) | 13 | -5 | -17 | · | -5 | 22 | 1.4 | 3 | · | ·
Cc1nc(NC(=O)CCl)sc1C(=O)N(C)C | -2 | 8 | -70 | 2 | -1 | -50 | -1.1 | 4 | -2 | -5
Continuation.
SMILES | GSK3beta inhib | HSF1 inhib | aSyn 5UTR inh | HSP90 refold inh | GSK3 alpha inh | AI-2 QS mod | HIF act | HSF1 activator | KLF5 inh | IEC-6 tox
CCCCc1cn([C@@H](CCCCN)C(=O)N2CCNCC2)nn1 | 1 | 6 | 3 | 7 | 1 | 11 | -0.3 | 2 | -4 | -3
Cc1ccc(NC(=O)C(=O)NCCCN2CCOCC2)c(C)c1 | 1 | 1 | -2 | 3 | -16 | 1 | -0.5 | -11 | -15 | 0
Cc1csc(NC(=O)c2ccc3nc[nH]c3c2)n1 | 0 | 20 | 1 | 12 | 2 | 11 | -23 | 46 | -68 | 0
O=C(Nc1cccc(F)c1)NC1(C(=O)N2CCN3CCCC3C2)CCCCC1 (centres undefined) | 6 | -3 | 10 | 1 | -1 | 13 | 0.5 | -22 | -6 | 4
O=C(NC1CCCC1)c1ccc(COCC(F)(F)F)o1 | 3 | -4 | 25 | 3 | -3 | 9 | 0.0 | 4 | -24 | 3
COC(=O)[C@@H]1CCCN1C(=O)CCc1nnc(C2CCCCC2)o1 | 1 | 5 | -11 | -1 | 2 | 10 | 0.1 | 0 | -9 | -4
Cc1cc(C)c(S(=O)(=O)N2CCCC2=O)cc1N(C)S(C)(=O)=O | 1 | 1 | 7 | -3 | -2 | 0 | -1.4 | -6 | -32 | 2
CC(C)CNC(=O)c1ccccc1NC(=O)c1ccccc1N(C)S(=O)(=O)c1ccccc1 | 1 | 6 | 18 | -2 | -3 | 38 | -0.1 | 5 | -22 | 5
CC(C)c1ccccc1N=C1SCCN1C1CCS(=O)(=O)C1 (centres undefined) | -1 | 0 | 3 | -1 | 1 | 12 | -7.2 | 0 | -31 | -3
CCOC(=O)c1cccc(NC(=O)Cn2cnc3c2c(=O)n(C)c(=O)n3C)c1 | 0 | -11 | 26 | 4 | -3 | -10 | 0.1 | -9 | 12 | 3
CCOC(=O)C1=C(C)Nc2ncnn2C1c1cc(OC)ccc1OC (centres undefined) | 4 | -1 | 26 | -1 | 0 | 4 | · | 9 | -12 | -2
